ssDAF-12 act = activates DAF-12 receptor from parasite S. stercoralis. activation, % at 6.8 µM. HEK293 ssDAF-12/GRIP1 lit1-tk-luc reporter, luminescence; % of 3 µM dafachronic acid response. actives 1% (n = 370,000). AID 652126;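 active = activation above the mean over all tested compounds plus 3 SD, cut at about 0.9% in these data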;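 also: 0% = DMSO-only wells and 100% = 3 µM delta7-dafachronic acid wells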
PLCb3 inh = inhibitors of human phospholipase C beta3; Q01970; Purified PLC-beta3, fluorogenic substrate, fluorescence; inhibition, % at 12.2 µM; actives 0.18% (n = 370,000); AID 720704; in the data active = inhibition above about 11%;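 also: 0% = median of compound wells on plate and 100% = full blocker control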
Target sequence (Q01970 whole entry, looked up): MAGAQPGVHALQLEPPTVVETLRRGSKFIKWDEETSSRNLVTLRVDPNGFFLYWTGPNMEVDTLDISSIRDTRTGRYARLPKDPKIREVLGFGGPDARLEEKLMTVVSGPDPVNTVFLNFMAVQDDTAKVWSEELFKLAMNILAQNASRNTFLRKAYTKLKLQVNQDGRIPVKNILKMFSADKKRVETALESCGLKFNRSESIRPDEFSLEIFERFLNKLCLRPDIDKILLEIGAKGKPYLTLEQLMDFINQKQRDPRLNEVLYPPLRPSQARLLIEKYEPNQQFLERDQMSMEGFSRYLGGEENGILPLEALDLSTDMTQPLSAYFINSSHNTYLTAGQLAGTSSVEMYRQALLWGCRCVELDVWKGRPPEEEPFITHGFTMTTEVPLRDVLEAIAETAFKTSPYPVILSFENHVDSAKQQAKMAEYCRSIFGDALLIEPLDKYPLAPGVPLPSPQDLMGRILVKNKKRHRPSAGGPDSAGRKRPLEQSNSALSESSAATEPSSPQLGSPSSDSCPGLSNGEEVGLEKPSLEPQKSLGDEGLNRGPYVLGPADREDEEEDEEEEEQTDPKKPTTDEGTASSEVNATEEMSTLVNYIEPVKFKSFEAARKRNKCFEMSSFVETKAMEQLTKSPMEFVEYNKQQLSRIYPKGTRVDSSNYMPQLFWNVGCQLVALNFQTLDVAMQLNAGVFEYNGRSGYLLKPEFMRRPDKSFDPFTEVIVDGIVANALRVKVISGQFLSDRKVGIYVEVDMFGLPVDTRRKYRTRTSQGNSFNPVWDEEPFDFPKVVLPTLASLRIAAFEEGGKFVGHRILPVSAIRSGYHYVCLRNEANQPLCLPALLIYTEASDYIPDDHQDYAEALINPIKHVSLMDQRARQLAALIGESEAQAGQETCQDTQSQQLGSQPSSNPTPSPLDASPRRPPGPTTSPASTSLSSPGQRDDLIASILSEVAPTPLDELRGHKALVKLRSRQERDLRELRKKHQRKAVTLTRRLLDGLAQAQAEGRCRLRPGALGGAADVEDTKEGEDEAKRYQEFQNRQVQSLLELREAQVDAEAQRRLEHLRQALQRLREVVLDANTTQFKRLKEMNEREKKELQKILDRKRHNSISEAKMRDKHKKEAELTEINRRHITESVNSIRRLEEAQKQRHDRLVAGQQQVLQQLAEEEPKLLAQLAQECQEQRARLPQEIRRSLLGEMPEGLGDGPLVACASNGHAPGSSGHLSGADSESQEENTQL
ADAM17 inh = inhibitors of human ADAM17; recombinant ADAM17, EDANS/DABCYL FRET peptide cleavage; actives 0.83% (n = 370,000); inhibition, % at 6.95 µM;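 active = inhibition above the mean of compounds lying between control limits plus 3 SD, set per campaign, cut at about 8.5% in these data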;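 also: 0% = DMSO-only wells as the low control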
NR1D1 modulator = modulates human Rev-erb alpha binding to DNA; actives 0.79% (n = 370,000); activity, % at 10 µM; Rev-erbα–FITC-DNA binding, fluorescence polarization, 90 min; AID 1259318; P20393;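 active = activity above about 14%, limit read from the data; passing the limit was not always enough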;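 also: 0% = DMSO wells with 35 nM protein and 100% = DMSO wells with 750 nM protein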
hcDAF-12 act = activates DAF-12 receptor from parasite H. contortus. activation, % at 6.8 µM. HEK293 hcDAF-12 lit1-tk-luc reporter, luminescence; 0% DMSO, 100% Δ7-dafachronic acid. actives 1.4% (n = 370,000);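 active = activation above the mean of all tested compounds plus 3 SD, cut at about 5.5% in these data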;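 also: 100% = response to 3 µM Δ7-dafachronic acid high control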
DAX1 inh-1 = DAX1 (NR0B1) inhibition, primary screen. HEK293T StAR-luciferase reporter, SF-1/DAX-1 repression relief. inhibition, % at 6.8 µM. actives 1.1% (n = 370,000). AID 652010;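 active = inhibition above the mean over all tested compounds plus 3 SD, cut at about 3.6% in these data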;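 also: 0% = DAX-1 cells with DMSO and 100% = cells lacking DAX-1 with DMSO; higher inhibition means more luminescence from relief of DAX-1 repression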
MBD2 inh = MBD2-methylated oligo binding inhibition; TR-FRET, MBD2 binding to methylated oligonucleotide; inhibition, % at 4.4 µM; actives 0.31% (n = 370,000); in the data active = inhibition above about 13%
DAX1 inh-2 = NR0B1 (DAX1) inhibition; P51843; HEK293 Gal4-DAX1 luciferase reporter, luminescence; inhibition, % at 6.75 µM; actives 0.99% (n = 340,000); AID 504766;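 active = inhibition above the mean over all tested compounds plus 3 SD, cut at about 4.2% in these data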;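 also: 0% = DAX1-transfected cells with DMSO and 100% = empty-vector control cells with DMSO; inhibition shows as a rise in luminescence from relieved DAX1 repression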
PLCg1 inh = inhibitors of human phospholipase C gamma1. purified PLC-gamma1, fluorogenic substrate, fluorescence. AID 720700. inhibition, % at 12.2 µM. actives 0.84% (n = 370,000); in the data active = inhibition above about 9.5%
hgDAF12 agonist = agonists of H. glycines DAF-12 nuclear receptor | HEK293 GAL4-hgDAF12 UAS-luciferase reporter, agonist luminescence; normalized to butyrate control | activation, % at 6.8 µM | actives 1.8% (n = 370,000) | AID 687014;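 active = activation above a cutoff set at the mean of all screened compounds plus 3 SD, cut at about 10% in these data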;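 also: 0% = DMSO wells and 100% = sodium butyrate wells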
SMARCA2 act = SMARCA2 function activation, primary screen; MG213 cells, MMTV-luciferase reporter, dexamethasone, overnight; activation, % at 9.1 µM; actives 1% (n = 370,000); AID 652017; in the data active = activation above about 7.8%;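 also: 0% = vehicle wells and 100% = reference activator wells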
* hit, by the source's call; · = not tested or not shown. An unsorted share of the library; about 7.4% have a hit in one of these screens.

cpd	structure	ssDAF-12 act	ADAM17 inh	SMARCA2 act	PLCb3 inh	hgDAF12 agonist	hcDAF-12 act
1	CS(=O)(=O)c1ccc(NC(=O)CCN2C(=O)NC3(CCCC3)C2=O)cc1	-0.7	-5	-3	1	-3.1	-1.1
2	Cc1ccc(C(=O)C(C)OC(=O)Cc2c[nH]c3ccccc23)cc1 (stereo unspecified)	0.9*	3	1	-11	-2.6	2.9
3	COc1ccc(C(=O)N2CCOC2CNC(=O)C(=O)NCCc2ccc(OC)c(OC)c2)cc1 (stereo unspecified)	-1.5	-3	-2	-2	-1.0	-1.1
4	CCc1noc(C)c1C(=O)N1CCN(CC(=O)OC)CC1	-1.4	-1	-4	5	-3.4	0.4
5	O=C(CSc1nnc(SCc2ccccc2)s1)N/N=C/C=C/c1ccco1	-0.8	0	-2	-12	-0.5	-0.3
6	CC(OC(=O)CN1C(=O)NC2(CCCCC2C)C1=O)c1ccccc1 (stereo unspecified)	-0.8	-7	-3	-6	-1.7	1.5
7	O=C(N=C1SC2CS(=O)(=O)CC2N1Cc1ccccc1)C1CC1 (stereo unspecified)	-1.1	-5	-7	-1	0.4	-0.3
8	COc1cccc(OC)c1OCCNC(C)(C)C	-0.8	-24	-5	3	0.9	0.2
9	CC(C)(C)OC(=O)N1CCC[C@H]1c1nnc(SC/C=C/c2ccccc2)o1	-1.1	4	0	0	-1.6	-1.8
10	COc1ccc(NC(=O)CN(C)CC(=O)Nc2ccc(N3CCOCC3)cc2)c([N+](=O)[O-])c1	-1.5	-6	-3	-7	-0.8	-1.1

cpd	DAX1 inh-1	PLCg1 inh	NR1D1 modulator	DAX1 inh-2	MBD2 inh
1	0.0	4	-2	1.1	3
2	0.2	-2	6	0.5	-1
3	-2.3	0	-4	0.5	2
4	0.4	0	7	·	0
5	-0.3	-11	-19	-0.1	7
6	-0.9	-34	-5	-0.5	-3
7	-0.3	2	6	-0.2	3
8	-0.5	1	-1	0.2	-5
9	0.1	0	5	-0.6	2
10	-1.7	1	0	-0.1	1

Remaining list, next part.
cpd	structure	ssDAF-12 act	ADAM17 inh	SMARCA2 act	PLCb3 inh	hgDAF12 agonist	hcDAF-12 act
11	COc1cc(C(C)=O)ccc1OCCN1CCC(Cc2ccccc2)CC1	-1.1	-8	-3	-2	-2.4	-2.1
12	COC(=O)CN(c1ccccc1F)S(=O)(=O)c1ccccc1	-0.8	0	5	2	1.2	-2.3
13	CCN(CC)C(=O)CC[C@@H]1CC[C@]2(CCCN(Cc3cccnc3)C2)O1	-0.8	-3	-2	-1	-0.9	-1.2
14	CCN(CC1COc2ccccc2O1)C(=S)NCCCN(C)C (stereo unspecified)	-1.4	-2	-2	4	0.2	-0.9
15	OC1(c2ccccc2)CC(c2ccccc2)c2ccccc2O1 (stereo unspecified)	-0.9	9.2*	0	2	0.8	-1.7
16	CCSc1nnc(NC(=O)c2cc(C)nc3ccccc23)s1	-0.6	-2	-1	-11	-0.2	0.4
17	COc1ccc(CCNC(=O)C2CCC(C(C)(C)C)CC2)cc1OC (stereo unspecified)	-1.2	-2	-2	-2	-0.1	-2.2
18	CCCCN(C(=O)c1ccc(C)cc1)c1c(N)n(CCC)c(=O)[nH]c1=O	-0.4	-2	-2	1	-0.1	1.1
19	COc1cccc(C(=O)c2c[nH]c(C(=O)NCc3cccnc3)c2)c1	-1.5	-3	-3	-1	-2.5	-0.2
20	C#CCOCCOCCOCCNc1nc(N2CCN(C(=O)[C@H](C)n3cc(CCC(=O)O)nn3)CC2)nc(N2CCN(C(=O)[C@H](C)n3cc(CCC(=O)O)nn3)CC2)n1	-0.8	-1	1	2	1.4	1.3

cpd	DAX1 inh-1	PLCg1 inh	NR1D1 modulator	DAX1 inh-2	MBD2 inh
11	-0.3	0	0	-0.6	5
12	-0.1	4	-2	-0.5	0
13	0.6	-2	7	·	1
14	-0.2	1	2	1.8	-1
15	-1.2	2	-3	-0.8	0
16	-1.0	-11	-3	0.3	0
17	-0.9	1	-5	0.5	-6
18	0.1	-2	-2	-0.4	-6
19	-4.0	-1	9	-1.3	0
20	-0.6	1	1	0.0	5

Compound profiles (already shown). Values in the order: ssDAF-12 act | ADAM17 inh | SMARCA2 act | PLCb3 inh | hgDAF12 agonist | hcDAF-12 act | DAX1 inh-1 | PLCg1 inh | NR1D1 modulator | DAX1 inh-2 | MBD2 inh
`O=C(N=C1SC2CS(=O)(=O)CC2N1Cc1ccccc1)C1CC1` (stereo unspecified) reads -1.1 | -5 | -7 | -1 | 0.4 | -0.3 | -0.3 | 2 | 6 | -0.2 | 3
`CCSc1nnc(NC(=O)c2cc(C)nc3ccccc23)s1` reads -0.6 | -2 | -1 | -11 | -0.2 | 0.4 | -1.0 | -11 | -3 | 0.3 | 0

New compounds follow
cpd	structure	ssDAF-12 act	ADAM17 inh	SMARCA2 act	PLCb3 inh	hgDAF12 agonist	hcDAF-12 act
21	O=C(NNc1c(F)c(F)cc(F)c1F)C1CCN(S(=O)(=O)c2ccccc2F)CC1	-1.4	1	-3	-2	1.8	-0.7
22	O=C(O)/C=C/C(=O)Nc1ccc(OC(F)(F)F)cc1Br	-1.0	0	-3	-4	1.7	-2.2
23	O=C(/C=C/c1c(F)cccc1Cl)NCCCN1CCOCC1	-1.4	-2	-4	-2	-3.8	1.3
24	CNC(=O)c1[nH]cnc1C(=O)Nc1ccccc1	-1.1	-2	2	1	0.6	-1.4
25	Nc1cc(N)nc(SCCc2ccccc2)n1	-1.1	0	9.5*	-1	3.9	0.0
26	O=C(CNC(=O)Cc1cccc2ccccc12)NCc1ccc(F)cc1	-0.4	3	-1	-2	-1.4	-1.4
27	NC(=O)C1CCN(c2ccc(C(F)(F)F)cn2)CC1	-1.5	0	4	-5	-2.5	-0.8
28	O=C(CCC1CCCC1)N1CCN(C(=O)c2cccnc2)CC1	-1.2	-3	-1	2	-2.8	-0.7
29	O=C1CCC(=O)N1CCCCCc1nc(-c2ccccc2)no1	-0.7	-5	3	-5	1.0	2.1
30	COc1ccc(N(C)C(=O)c2cc3c(s2)-c2ccccc2S(=O)(=O)C3)cc1	-1.4	2	-1	-4	-4.2	-1.8

cpd	DAX1 inh-1	PLCg1 inh	NR1D1 modulator	DAX1 inh-2	MBD2 inh
21	-1.4	1	-3	0.5	2
22	-0.1	4	2	2.7	4
23	1.6	-2	-4	0.8	-9
24	-0.2	0	3	0.3	-1
25	0.2	0	4	0.3	1
26	0.2	1	2	0.3	-3
27	0.0	2	-2	0.4	-2
28	0.4	1	3	-0.6	1
29	-0.3	-1	-3	-0.3	7
30	-1.1	4	6	1.6	2

Grouped by structure: the entries above with an aryl methoxy group
cpd	structure	ssDAF-12 act	ADAM17 inh	SMARCA2 act	PLCb3 inh	hgDAF12 agonist	hcDAF-12 act
3	COc1ccc(C(=O)N2CCOC2CNC(=O)C(=O)NCCc2ccc(OC)c(OC)c2)cc1 (stereo unspecified)	-1.5	-3	-2	-2	-1.0	-1.1
8	COc1cccc(OC)c1OCCNC(C)(C)C	-0.8	-24	-5	3	0.9	0.2
10	COc1ccc(NC(=O)CN(C)CC(=O)Nc2ccc(N3CCOCC3)cc2)c([N+](=O)[O-])c1	-1.5	-6	-3	-7	-0.8	-1.1
11	COc1cc(C(C)=O)ccc1OCCN1CCC(Cc2ccccc2)CC1	-1.1	-8	-3	-2	-2.4	-2.1
17	COc1ccc(CCNC(=O)C2CCC(C(C)(C)C)CC2)cc1OC (stereo unspecified)	-1.2	-2	-2	-2	-0.1	-2.2
19	COc1cccc(C(=O)c2c[nH]c(C(=O)NCc3cccnc3)c2)c1	-1.5	-3	-3	-1	-2.5	-0.2
30	COc1ccc(N(C)C(=O)c2cc3c(s2)-c2ccccc2S(=O)(=O)C3)cc1	-1.4	2	-1	-4	-4.2	-1.8

cpd	DAX1 inh-1	PLCg1 inh	NR1D1 modulator	DAX1 inh-2	MBD2 inh
3	-2.3	0	-4	0.5	2
8	-0.5	1	-1	0.2	-5
10	-1.7	1	0	-0.1	1
11	-0.3	0	0	-0.6	5
17	-0.9	1	-5	0.5	-6
19	-4.0	-1	9	-1.3	0
30	-1.1	4	6	1.6	2

Next section.
cpd	structure	ssDAF-12 act	ADAM17 inh	SMARCA2 act	PLCb3 inh	hgDAF12 agonist	hcDAF-12 act
31	COCCn1c(N)c(N(Cc2ccccc2)C(=O)C2CCCCC2)c(=O)[nH]c1=O	-1.9	-4	3	-7	0.1	-1.1
32	CC(=O)c1cccc(Nc2nc3ccccc3n3cnnc23)c1	-1.0	7	0	-32	-1.6	-1.9
33	COc1nnc(-c2ccc(N3CCOCC3)c(NC(=O)c3ccccc3)c2)c2ccccc12	-1.8	2	-2	-5	1.5	-0.9
34	CN(C(=O)COC(=O)CSc1ccc(C(N)=O)cc1[N+](=O)[O-])C1CCS(=O)(=O)C1 (stereo unspecified)	-0.8	-5	-2	-17	1.3	0.4
35	COc1ccc2c(-c3cnc(N4CCOCC4)nc3)c(-c3ccc(S(C)(=O)=O)cc3)sc2c1	-1.1	-39	0	-137	1.0	-2.9
36	CC(C)[C@H](NC(=O)OC(C)(C)C)c1cc(C(=O)NCCc2c[nH]c3ccccc23)c(N)s1	-1.1	1	-2	-3	1.3	-2.2
37	O=C(COc1ccc2ccc(=O)oc2c1)Nc1ccc(CN2CCOCC2)cc1	-1.1	-14	3	-13	-0.2	-1.3
38	O=C(Nc1ccc(F)cc1F)N1CCCN(CCOc2ccccc2)CC1	-1.1	0	3	-7	-0.8	-0.2
39	O=c1[nH]c2ccc(S(=O)(=O)NCc3ccccc3)cc2[nH]1	-1.3	-1	2	0	2.4	0.1
40	O=C(c1ccco1)N1CCN(/C(=N/S(=O)(=O)c2cccs2)c2ccccc2Cl)CC1	-0.3	-3	2	3	-0.3	-0.8

cpd	DAX1 inh-1	PLCg1 inh	NR1D1 modulator	DAX1 inh-2	MBD2 inh
31	0.5	0	1	1.1	-1
32	-0.2	-24	-6	1.2	1
33	0.3	-3	3	-1.0	2
34	-0.7	-4	-2	1.9	-3
35	0.7	-101	-16	0.7	0
36	-1.2	-1	1	·	1
37	-0.2	-5	-3	0.4	-4
38	-0.2	2	-2	·	-6
39	0.2	-2	12	2.0	-3
40	-0.1	0	-4	1.1	6

Additional results.
cpd	structure	ssDAF-12 act	ADAM17 inh	SMARCA2 act	PLCb3 inh	hgDAF12 agonist	hcDAF-12 act
41	O=C(Nc1ccc2nc(SCc3ccc(Cl)cc3)sc2c1)c1ccccc1C(=O)N1CCOCC1	-1.6	-1	1	2	2.3	0.0
42	C=CCc1cc(C)ccc1OCCCn1ccnc1	-1.1	-5	-5	0	-0.1	1.7
43	Cc1nc(SCC(=O)N2CCN(c3ccccc3)CC2)c2oc3ccccc3c2n1	-1.2	-4	1	3	-1.2	-0.6
44	Cc1ccc(S(=O)(=O)CC(=O)N2CCN(c3ccccc3F)CC2)cc1	-0.7	-2	2	-8	-2.8	-1.9

cpd	DAX1 inh-1	PLCg1 inh	NR1D1 modulator	DAX1 inh-2	MBD2 inh
41	-0.4	0	2	-0.1	-1
42	0.7	1	3	-1.3	7
43	-0.9	0	-2	0.9	-2
44	0.9	3	2	0.7	-1

Assay outcomes as filed in PubChem.
